# Screens from PubChem.
# DAGLB inh: blocks human DAGLB lipase activity | Q8NCG7 | HEK293T DAGLB membrane lysate, EnzChek fluorogenic substrate | inhibition, % at 5.17 µM | actives 0.059% (n = 340,000); in the data active means inhibition above about 34%;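 further: 0% = enzyme with vehicle and 100% = wells lacking enzyme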
# Target sequence (Q8NCG7 whole entry, looked up): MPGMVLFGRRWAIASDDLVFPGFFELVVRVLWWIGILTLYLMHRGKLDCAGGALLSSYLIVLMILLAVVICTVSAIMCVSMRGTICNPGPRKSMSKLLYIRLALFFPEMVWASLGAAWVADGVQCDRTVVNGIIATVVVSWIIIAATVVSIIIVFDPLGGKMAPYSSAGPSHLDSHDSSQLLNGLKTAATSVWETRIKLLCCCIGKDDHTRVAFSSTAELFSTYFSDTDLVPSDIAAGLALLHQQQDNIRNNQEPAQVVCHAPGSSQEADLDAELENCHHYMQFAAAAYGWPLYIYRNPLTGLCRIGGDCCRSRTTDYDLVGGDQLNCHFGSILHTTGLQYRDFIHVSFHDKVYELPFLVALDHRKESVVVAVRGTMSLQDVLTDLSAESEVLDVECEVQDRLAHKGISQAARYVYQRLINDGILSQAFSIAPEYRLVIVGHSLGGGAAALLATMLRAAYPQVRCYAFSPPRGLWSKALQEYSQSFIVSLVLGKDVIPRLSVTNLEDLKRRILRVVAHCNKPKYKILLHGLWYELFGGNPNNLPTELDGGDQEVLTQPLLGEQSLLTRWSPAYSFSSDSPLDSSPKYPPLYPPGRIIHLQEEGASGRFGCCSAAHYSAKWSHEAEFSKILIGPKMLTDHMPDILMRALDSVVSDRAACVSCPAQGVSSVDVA
# V-ATPase pHluor: regulators of yeast V-ATPase proton transport | S. cerevisiae, pHLuorin cytosolic pH fluorescence | response, % at 10 µM | actives 0.37% (n = 350,000); in the data active means response mostly above about 7.3%, no sharp cut-off; inactive means mostly below about 5.4%; further: actives read high; inactives centre near 0; some compounds called inactive have numbers as strong as hits; reference of the scale not given here
# PKA-R2B activ: activators of human PKA-R2B complex. P22694+P31323. PKA-R2B holoenzyme dissociation, Cy5-IP20 fluorescence polarization; R2B truncated from residue 108, S112A mutant; 0% DMSO only, 100% 113 µM cGMP. activation, % at 11.4 µM. actives 0.079% (n = 340,000). AID 504700;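 active means activation above a cutoff set at the mean over all compounds plus 3 SD, cut at about 18% in these data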;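 further: higher means more holoenzyme dissociation and a rise in polarization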
# HTR5A inv ag: HTR5A inverse agonism, opioid heterodimer counter-screen; P47898; HTR5A cell line, luminescence; inhibition, % at 9.3 µM; actives 0.083% (n = 340,000); AID 504634; in the data active means inhibition mostly above about 23%, no sharp cut-off; inactive means mostly below about 18%;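 further: 0% = cells with DMSO and 100% = no-cell wells with DMSO; some compounds called inactive have numbers as strong as hits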
# Target sequence (P47898 whole entry, looked up): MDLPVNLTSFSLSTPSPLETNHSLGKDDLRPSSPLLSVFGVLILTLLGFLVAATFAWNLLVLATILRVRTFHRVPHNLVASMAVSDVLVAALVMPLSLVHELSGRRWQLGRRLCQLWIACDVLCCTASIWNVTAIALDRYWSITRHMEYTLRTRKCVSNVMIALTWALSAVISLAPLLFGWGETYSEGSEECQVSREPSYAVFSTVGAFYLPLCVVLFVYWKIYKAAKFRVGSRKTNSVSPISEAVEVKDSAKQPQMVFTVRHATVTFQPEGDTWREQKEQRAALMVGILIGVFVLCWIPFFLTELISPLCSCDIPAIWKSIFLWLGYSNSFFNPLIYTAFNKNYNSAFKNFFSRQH
# MOR-DOR ag: OPRM1-OPRD1 heterodimerization agonism | P35372+P41143 | cells, luminescence | activation, % at 9.3 µM | actives 0.3% (n = 340,000) | AID 504326; in the data active means activation above about 18%;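 further: 0% = vehicle-treated cells and 100% = reference agonist; values of inactives mirror those of a sister screen read the other way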
# OPRM1-OPRD1 inv: mu-delta opioid heterodimer inverse agonism | cell-based MOR-DOR heterodimer luminescence | inhibition, % at 9.3 µM | P35372+P41143 | actives 0.21% (n = 340,000); in the data active means inhibition above about 22%, passing the limit was not always enough;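 further: 0% = cells with DMSO and 100% = wells without cells with DMSO; values of inactives mirror those of a sister screen read the other way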
# HTR5A ag: HTR5A agonism, opioid heterodimer counter-screen. P47898. HTR5A agonist assay, luminescence, cell-based. activation, % at 9.3 µM. actives 0.61% (n = 340,000); in the data active means activation mostly above about 9.5%, no sharp cut-off; inactive means mostly below about 7.6%;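 further: 0% = cells with vehicle only and 100% = reference agonist; strong numbers were not always called active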
# Arrestin-AP2 inh: human beta-arrestin and AP2 interaction inhibition; FITC-arrestin peptide / GST-AP2 beads, flow cytometry; AP2 beta2 appendage carries R879A mutation; actives 0.31% (n = 340,000); inhibition, % at 10 µM;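 active means inhibition above a set limit, near 3 SD of compounds lacking own fluorescence, cut at about 54% in these data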;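 further: plate controls were DMSO wells for no effect and 5 µM unlabelled arrestin peptide for full effect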
#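 Material – AP2 appendage R879A on GSH beads · Buffer or medium – PBS with 0.05% Tween 20 and 0.1% BSA · Probe or stimulus – fluorescein-tagged arrestin peptide at 50 nM final · Incubation – compound with beads 12 min RT, then probe 1 h RT · Detection – high-throughput flow cytometry of beads, ex 488, em 535 nm · Evaluation – percent response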
# PKA-R1A act: activates the PKA-R1A holoenzyme complex. P00514+P68181. PKA-R1A dissociation, Cy5-IP20 fluorescence polarization; scaled: DMSO 0%, 113 µM cGMP 100%. activation, % at 11.4 µM. actives 0.083% (n = 340,000). AID 504707;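 active means percent activation above the mean of all tested compounds plus 3 SD, cut at about 19% in these data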;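 further: higher means more PKAc released from R1A so a rise in polarization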
# DSG3 Ab inh: blocks pemphigus antibody binding to human desmoglein-3; P32926; actives 0.48% (n = 310,000); DSG3-coupled beads, scFv-anti-DSG3-GFP binding, flow cytometry; active compounds read low; AID 588358; binding (percent of control), % at 10 µM;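 active means binding more than 3 SD below its plate's average and above zero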;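 further: hits lower antibody fragment binding to DSG3; some compounds called inactive have numbers as strong as hits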
# * hit, by the source's call; / = no result given.
SMILES,DAGLB inh,V-ATPase pHluor,PKA-R2B activ,HTR5A inv ag,MOR-DOR ag,OPRM1-OPRD1 inv,HTR5A ag,Arrestin-AP2 inh,PKA-R1A act,DSG3 Ab inh
Cc1ccc(S(=O)(=O)NNC2CC(=O)N(c3ccc(Br)cc3)C2=O)cc1 (stereo not drawn),0,1,-10,19,-0.9,6,6,-14,-5,94
CC(/C=C/c1ccccc1)=N\NC(=O)CCc1ccccc1,-4,0,-10,2,-1.4,7,-1,-6,-4,101
COc1cccc(Cn2c(NCC(C)C)nc3c2c(=O)n(C)c(=O)n3C)c1,1,2,3,-20,0.1,-1,2,-3,-1,102
COC(=O)c1ccc(OCc2cc(=O)n3ccsc3n2)cc1,1,-1,-10,3,-0.8,5,-2,12,0,105
Cc1ccc(C)c(N2CCN(C(=O)CN3C(=O)c4ccccc4C3=O)CC2)c1,-2,4,-4,-9,-2.0,10,-1,1,0,100
COc1ccc(C(=O)NNC(=O)c2cc3cc([N+](=O)[O-])ccc3oc2=O)cc1OC,1,-2,-6,5,-2.4,13,-1,-3,-8,116
COc1ccccc1C(=O)NCCC(=O)Nc1ccc(OC(F)(F)F)cc1,0,-4,-6,-11,0.2,-1,4,0,-4,/
CN(C)/C=C/C(=O)c1ccc(Br)cc1,6,0,-4,-6,-1.3,8,3,8,-2,84
O=C(N/C(=C/c1ccco1)C(=O)N1CCCCCC1)c1ccccc1,-1,-3,-11,12,0.5,-3,-5,20,-5,/
O=C(Nc1ccnn1C1CCN(C2CCOCC2)CC1)c1cccc(F)c1,1,0,5,-4,-2.1,11,-2,-2,-7,/
COc1nc(-c2ccccc2)ccc1-c1noc(-c2cccnc2)n1,-2,-3,-1,-28,-1.1,6,4,7,-3,90
O=C(CS(=O)CC(=O)N(CC(=O)NC1CCCC1)C1CCCC1)Nc1ccc(F)cc1 (stereo not drawn),2,3,-13,-14,-1.7,9,-3,18,-19,100
COc1cccc(-c2nc(CS(=O)CC(=O)NCCc3ccc(C)cc3)c(C)o2)c1 (stereo not drawn),-8,-5,-5,-13,-1.8,10,4,12,-2,101
Cc1ccc(NC(=O)C(C)N2C(=O)c3ccccc3C2=O)nc1 (stereo not drawn),5,0,3,-18,-0.1,1,6,33,5,97
CCN(C(=O)c1ccc(C(C)(C)C)cc1)c1nnc(Cn2nnc3ccccc32)s1,-6,0,-15,8,2.0,-8,-1,22,-8,114
COc1ccc(N(CC(=O)NN=C2CCN(C)CC2)S(=O)(=O)c2ccccc2)c(OC)c1,0,2,1,5,0.9,-7,-2,0,1,/
C=CCn1cc(C(=O)NCCCN(CC)CC)c(=O)c2cc(S(=O)(=O)N3CCC(C)CC3)ccc21,2,-2,7,-14,-3.2,17,-1,-9,13,106
C#CCOCCOCCOCCNc1nc(N2CCN(C(=O)CCCCCCCCCCNC(=O)[C@H](CCCCN)n3cc(C)nn3)CC2)nc(N2CCN(C(=O)CCCCCCCCCCNC(=O)[C@H](CO)n3cc(CCCSC)nn3)CC2)n1,-3,0,-19,-19,6.9,-40,7,36,-15,116
O=C1Nc2cc(C(=O)N3CCN(c4ccccn4)CC3)ccc2S/C1=C\c1ccccc1,4,-1,-7,4,-3.1,16,2,-15,2,97
CCCc1nn(-c2cc(Cl)ccc2OC)c2c1C(=O)CC(C)(C)C2,-3,0,-12,-6,-0.5,3,3,6,-8,97
O=C1ON=C(c2ccccc2)/C1=C/c1ccc(-c2ccccc2[N+](=O)[O-])o1,21,3,-2,-8,7.8,-42,-3,2,-6,112
Cn1c(SCc2ccccc2F)nnc1-c1cnccn1,2,-2,-4,-8,0.8,-4,3,4,-8,99
COc1ccc(CCNC(=O)CSc2ccc(Br)cc2)cc1OC,-3,-5,-5,-8,-0.9,6,3,7,-8,98
COc1ccc2c(c1OC)C(=O)N(c1ccccn1)C2,-3,/,11,-6,-1.5,9,0,23,-10,97
CC(C)(C)OC(=O)N1CCC(c2c(C(=O)N3CCN(C(=O)c4ccco4)CC3)cnn2-c2ccc(F)cc2F)CC1,-1,-1,-9,11,-2.1,11,0,-4,-15,/
CC1(C)CC(=O)C(C2c3ccccc3Oc3ccccc32)C(=O)C1,0,2,6,-12,-2.4,15,6,8,5,87
Cc1ccc(CNC(=O)CSCc2ccccc2)cc1,-19,-2,-6,11,-1.3,7,-4,3,-9,98
Cc1nnc(SCC(=O)N2CCCCC2)n1CC1CCCO1 (stereo not drawn),-2,2,-6,-4,-2.4,12,2,1,-3,104
CCn1c(C(C)NC(=O)c2ccc(OC)c(OC)c2)nc2ccccc21 (stereo not drawn),2,2,9,-7,-2.7,15,4,-9,-1,95
O=C(COc1ccc([N+](=O)[O-])cc1)Nc1ccc(C(=O)Nc2ccccc2C(=O)O)cc1,2,0,-5,-8,-1.9,9,3,42,-8,95
Cn1c(NC(=O)/C=C/c2ccc(Cl)c(Cl)c2)cc(=O)n(C)c1=O,2,7,-15,15,-2.0,9,0,1,-5,101
COC(=O)N/N=C/c1cn(CC(C)COc2ccccc2)c2ccccc12 (stereo not drawn),0,-6,3,-4,6.0,-31,0,0,-12,92
Cc1cc(C)c(NC(=O)CN(C)CC(=O)Nc2cccc(S(=O)(=O)N(C)c3ccccc3)c2)c(C)c1,-2,2,-4,-8,-1.1,4,3,1,-1,99
CC(=O)N1c2ccc(S(=O)(=O)NCc3ccccc3Cl)cc2CC1C (stereo not drawn),0,3,1,4,-0.8,4,2,-1,9,102
O=C(OCC(=O)N1CCc2ccccc21)c1ccccc1,-7,4,0,3,-3.6,19,-1,-2,8,105
O=C1OC(c2ccc(F)cc2)=N/C1=C\C=C/c1ccccc1,2,-3,-7,11,-2.8,16,-3,3,6,98
Cc1ccccc1NCC(=O)Nc1cc(S(=O)(=O)N2CCCCC2)ccc1C,3,-3,1,0,-2.7,11,2,2,5,95
CCOCCn1c(SCc2ccc(C)cc2)nc2c1c(=O)[nH]c(=O)n2C,0,0,-1,-32,0.0,0,13*,12,4,111
CCOC(=O)c1cc(NC(=O)c2cc(C)on2)cc(C(=O)OCC)c1,0,1,7,-8,22*,-119,8,1,-1,99
O=C(Nc1ccc(N2CCCC2)c(Cl)c1)c1ccc(Br)o1,3,1,-4,24,1.7,-10,-6,0,-8,105
CC(Oc1cccc(Br)c1)C(=O)NNC(=O)CCNC(=O)c1ccccc1Cl (stereo not drawn),-5,-1,-3,1,-2.4,9,-4,15,0,101
CC(=O)c1cccc(NC(=S)N2CCCC2)c1,-2,-3,-11,-20,-2.5,14,0,26,2,96
COc1ccc(NC(=O)C2CCCN2C(=O)NCc2ccccc2)cc1OC (stereo not drawn),1,4,-10,-33,-1.5,9,-2,-2,5,99
O=C(COc1ccccc1)Nc1ccc(S(=O)(=O)Nc2ccccn2)cc1,-1,0,-4,9,-1.6,10,1,-2,2,/
CN(/C=C/C(=C\C=[N+](C)c1ccccc1)OCCCS(=O)(=O)[O-])c1ccccc1,-1,-4,-3,6,-2.2,11,-2,5,-1,130
COc1ccc(C(=O)C2CC2)cc1,-2,0,-14,-10,-3.1,16,2,3,-3,131
O=C1CC(N2CCN(c3ccccc3F)CC2)C(=O)N1c1ccc2c(c1)OCCO2 (stereo not drawn),1,4,12,-20,-2.0,11,-5,-5,9,/
CC1(c2ccccc2)CC(C)(C)N(C(=O)C2CCCO2)c2ccccc21 (stereo not drawn),-8,0,-6,-41,5.8,-33,4,12,-4,108
COc1ccc(N2CCN(C(=O)COC(=O)c3ccc(-n4nc(C)cc4C)cc3)CC2)cc1,-2,0,-5,-8,1.3,-5,3,1,-16,/
Cc1ccc(Nc2nnc(SCC(=O)c3ccc(O)cc3O)s2)cc1,1,7,-2,11,-0.4,3,2,9,-8,93
Cc1ccc(C(=O)OCC(=O)NC2CCCC2)cc1C,-3,3,2,-12,-3.5,18,3,13,1,94
O=C(Nc1nc(-c2ccc(F)cc2)cs1)C1CCCO1 (stereo not drawn),-4,-2,-7,-10,-0.8,5,4,4,7,104
Cc1cc(C)c2c(n1)sc1c(O)cc(=O)[nH]c12,-3,5,-15,-5,0.0,0,2,4,-17,102
CC(CC(=O)Nc1ccccc1C(F)(F)F)c1ccccc1 (stereo not drawn),-3,-1,-9,-12,-2.0,11,3,16,-2,105
Cc1cc(C)n(CC(=O)NNC(=O)CC(C)c2ccccc2)n1 (stereo not drawn),0,1,-6,-29,-4.0,17,11,2,-13,110
COc1ccc(Cl)cc1C(=O)NNC(=O)c1[nH]c(C)c(C(C)=O)c1C,-1,0,-8,-9,-3.8,16,2,3,-2,91
O=C(COC(=O)c1ccc(OC(F)F)cc1)NCC1CCCO1 (stereo not drawn),0,-1,5,/,/,/,/,/,13,109
Cc1ccc(N2CCN(C(=O)N3CCOCC3)CC2)cc1C,-2,-3,-1,-17,-0.1,0,1,19,8,109
CCCN1Cc2cccc(C(=O)NC(CC(=O)OCC)c3ccc(OCC)c(OC)c3)c2C1=O (stereo not drawn),2,-1,4,6,-2.4,12,-2,-2,1,94
O=C(Cc1ccccc1)Nc1ccc(N2CCOCC2)cc1N1CCOCC1,0,-2,5,-38,0.1,-1,14,15,0,/

# Entries of single compounds, quoted from the list. Order of values: DAGLB inh | V-ATPase pHluor | PKA-R2B activ | HTR5A inv ag | MOR-DOR ag | OPRM1-OPRD1 inv | HTR5A ag | Arrestin-AP2 inh | PKA-R1A act | DSG3 Ab inh
# Cc1ccc(C(=O)OCC(=O)NC2CCCC2)cc1C across the screens: -3 | 3 | 2 | -12 | -3.5 | 18 | 3 | 13 | 1 | 94
# CCCc1nn(-c2cc(Cl)ccc2OC)c2c1C(=O)CC(C)(C)C2 across the screens: -3 | 0 | -12 | -6 | -0.5 | 3 | 3 | 6 | -8 | 97
# COc1ccc(N2CCN(C(=O)COC(=O)c3ccc(-n4nc(C)cc4C)cc3)CC2)cc1 across the screens: -2 | 0 | -5 | -8 | 1.3 | -5 | 3 | 1 | -16 | /
# CC(C)(C)OC(=O)N1CCC(c2c(C(=O)N3CCN(C(=O)c4ccco4)CC3)cnn2-c2ccc(F)cc2F)CC1 across the screens: -1 | -1 | -9 | 11 | -2.1 | 11 | 0 | -4 | -15 | /
# O=C(COc1ccc([N+](=O)[O-])cc1)Nc1ccc(C(=O)Nc2ccccc2C(=O)O)cc1 across the screens: 2 | 0 | -5 | -8 | -1.9 | 9 | 3 | 42 | -8 | 95

# Continuation.
SMILES,DAGLB inh,V-ATPase pHluor,PKA-R2B activ,HTR5A inv ag,MOR-DOR ag,OPRM1-OPRD1 inv,HTR5A ag,Arrestin-AP2 inh,PKA-R1A act,DSG3 Ab inh
COC(=O)c1cc(NC(=O)C2CC=CCC2C(=O)O)cc(C(=O)OC)c1 (stereo not drawn),-1,0,1,-12,-1.9,11,4,23,-8,/
O=C(CSc1nnc(COc2ccc(Cl)cc2Cl)o1)Nc1ccccn1,-1,-6,-7,-10,-1.3,7,-1,7,0,/
O=[N+]([O-])c1ccc(S(=O)(=O)Nc2ccccn2)cc1,3,-1,-6,15,1.0,-5,-3,-5,2,109
CC(=O)Nc1nc(C)c(-c2csc(Nc3ccc(S(N)(=O)=O)cc3)n2)s1,2,2,2,-3,-1.2,7,1,1,-4,90
CCn1nc(C(=O)OCC(=O)NCCN2C(=O)CSC2=O)c2ccccc2c1=O,0,-6,9,12,0.1,-1,0,-3,3,100
